GSK3beta inhib – human GSK3beta kinase inhibitors, primary screen, biochemical, cell-free homogeneous, HTS. Glycogen synthase kinase-3 beta (Homo sapiens), P49841. activity score (negative = inhibition), % at 10 µM. GST-GSK3beta kinase, ADP-Glo luminescence, 60 min; stronger effect = lower value. AID 2097, 2009. 300,000 compounds, 0.038% hits;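 active = more than half of replicate wells score below -50%, meaning over 50% inhibition versus plate controls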;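 note: 0% = median DMSO wells and -100% = median GW8510 positive control wells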
Target sequence (P49841 whole entry, looked up): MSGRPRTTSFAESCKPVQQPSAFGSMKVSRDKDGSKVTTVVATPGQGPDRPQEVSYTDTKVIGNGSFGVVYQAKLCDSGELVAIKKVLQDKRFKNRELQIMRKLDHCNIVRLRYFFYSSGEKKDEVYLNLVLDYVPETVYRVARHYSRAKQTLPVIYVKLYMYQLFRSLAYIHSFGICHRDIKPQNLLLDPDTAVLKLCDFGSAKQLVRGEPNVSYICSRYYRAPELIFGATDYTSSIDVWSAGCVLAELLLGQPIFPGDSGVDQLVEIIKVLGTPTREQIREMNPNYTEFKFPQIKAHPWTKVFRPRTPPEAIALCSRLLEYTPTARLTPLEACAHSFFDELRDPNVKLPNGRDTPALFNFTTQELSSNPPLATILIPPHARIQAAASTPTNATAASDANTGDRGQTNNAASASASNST
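Test system: GST-tagged human GSK3beta kinase, cell-free; evaluation: activity score scaled between in-plate DMSO and GW8510 controls; measured by: ADP-Glo luminescence; incubation: 60 min reaction, RT; benchmarks: DMSO and 20 µM GW8510; reagent: peptide substrate plus 25 µM ATP (final); medium: Tris/MgCl2 kinase buffer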
HSF1 activator – HSF-1 activators, primary screen, NIH3T3-HGL cells, MG132 stress, luminescence, single point. NIH3T3-HGL HSF-1 luciferase reporter, 8 h; 100% = twice DMSO control signal. activation, % at 9 µM. 300,000 compounds, 1.7% hits. AID 504408, 2011;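 active = mean replicate activation of at least 50% with a set share of replicates each reaching 50%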;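 note: 0% = median of the neutral control wells and 100% = twice that signal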
GSK3 alpha inh – blockers of GSK3A enzyme activity – biochemical, luminescence, cell-free homogeneous, HTS, primary screen | inhibition, % at 10 µM | 320,000 compounds, 0.1% hits | Glycogen synthase kinase-3 alpha (Homo sapiens), P49840 | GSK-3 alpha kinase, ADP-Glo luminescence, 60 min;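 in the data active = inhibition above about 50%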;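 note: GST-tagged GSK-3 alpha with peptide substrate and 25 µM ATP; 0% = DMSO neutral wells and 100% = GW8510 positive control wells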
Target sequence (P49840 whole entry, looked up): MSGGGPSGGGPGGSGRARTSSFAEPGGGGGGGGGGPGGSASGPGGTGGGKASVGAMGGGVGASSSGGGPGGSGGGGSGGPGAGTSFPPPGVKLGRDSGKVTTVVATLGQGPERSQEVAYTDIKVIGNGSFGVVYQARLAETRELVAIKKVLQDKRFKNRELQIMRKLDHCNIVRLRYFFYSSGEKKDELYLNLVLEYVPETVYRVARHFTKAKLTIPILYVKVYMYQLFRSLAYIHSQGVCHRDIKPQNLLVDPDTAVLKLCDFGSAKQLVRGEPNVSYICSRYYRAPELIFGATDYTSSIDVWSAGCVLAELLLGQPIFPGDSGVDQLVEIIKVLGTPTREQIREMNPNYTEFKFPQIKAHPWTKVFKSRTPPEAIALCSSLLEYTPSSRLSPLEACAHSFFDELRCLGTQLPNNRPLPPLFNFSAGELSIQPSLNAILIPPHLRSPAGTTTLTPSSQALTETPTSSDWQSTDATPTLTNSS
aSyn 5UTR inh – MLPCN primary screen, SNCA 5' untranslated region | alpha-synuclein 5'UTR reporter, inhibitor activity | inhibition, % (tested at 7.5 µM) | 300,000 compounds, 0.82% hits | AID 1813, 2009; in the data active = inhibition above about 60%;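 note: H4 neuroglioblastoma cells stably carrying SNCA 5'UTR luciferase fusion; 0% = DMSO wells and 100% = positive control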
IEC-6 tox – cytotoxicity in IEC-6 intestinal epithelial cells, primary screen, cytotoxicity control for KLF5 inhibitor project, cell-based, luminescence. AID 1825, 2009. IEC-6 cytotoxicity, luminescence viability. inhibition, % at 5 µM. 290,000 compounds, 0.78% hits; in the data active = inhibition above about 22%;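 note: 0% = plate median of test compound wells and 100% = cytotoxic reference compound wells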
AI-2 QS mod – Vibrio harveyi AI-2 quorum sensing modulators, primary screen, JMH597 strain, luminescence/OD600 ratio; Vibrio harveyi JMH597 AI-2 luminescence/OD600 ratio, 9 h; stronger effect = lower value; strain lacks LuxN and CqsS sensors; 0 = neutral-control median; activity change, % at 7.5 µM; 300,000 compounds, 0.4% hits; in the data active = activity change below about -75%, passing the limit was not always enough;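 note: luminescence divided by OD600 gain over 9 h not by final OD600 alone; inactives centre near 13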
PolyA inh – polyadenylation inhibitors in yeast reporter cells, primary screen, luminescence, S. cerevisiae; S. cerevisiae SKY197-pL101 polyadenylation reporter, beta-gal luminescence; efflux-impaired pdr1/pdr3 knockout yeast; score 100 = 6 SD above DMSO; calls only at 12 µM; 300,000 compounds, 0.02% hits;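 active = lowest replicate activity score at least 50, where 100 means six control SD above control mean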;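 note: yeast exposed to compound for 9 h at 30 °C; higher score means more reporter readthrough which indicates perturbed polyadenylation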
HSF1 inhib – HSF1 inhibitors in luciferase reporter cells, primary screen, cell-based, NIH3T3, luminescence; activity change, negative = inhibition, % at 7.5 µM (by protocol); AID 2098, 2009; 300,000 compounds, 0.77% hits; NIH3T3-HGL HSE-luciferase, MG132-induced, luminescence 8 h; stronger effect = lower value;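 active = more than half of replicate wells show activity change below -50%, luminescence cut by over half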;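 note: luciferase reports HSF-1 transcriptional activity via heat shock element; 0% = median of DMSO wells and -100% = zero luminescence signal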
HSP90 refold inh – HSP90 inhibitors, primary screen, cell lysate, luminescence | Heat shock protein HSP 90 (rabbit reticulocyte lysate; luciferase refolding) | Rabbit reticulocyte lysate, luciferase refolding luminescence, 3 h | inhibition, % at 5.6 µM | 290,000 compounds, 0.91% hits;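 active = inhibition above the screen-wide mean plus 3 SD, computed separately per campaign, cut at about 16% in these data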;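 note: 0% = DMSO wells and 100% = 60 µM geldanamycin wells; inhibitors lower the luminescence because luciferase stays unfolded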
KLF5 inhibitor – KLF5 expression inhibitors, primary screen, DLD-1 cells, luminescence | 290,000 compounds, 0.23% hits | inhibition, % at 5 µM | DLD-1 KLF5 promoter-luciferase reporter;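 active = inhibition above a per-plate limit of that plate's mean compound inhibition plus 3 SD, cut at about 60% in these data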;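 note: 0% = DMSO wells and 100% = LY294002 at 200 µM; higher means less KLF5 promoter-driven luciferase light; inactives centre near -14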
* = called active by the depositor; i = inactive; / = not tested or not shown. A portion of the library; count on the stated rates, not on these rows.

nr	canonical_smiles	aSyn 5UTR inh	HSF1 inhib	GSK3beta inhib	GSK3 alpha inh	IEC-6 tox	HSF1 activator	KLF5 inhibitor	PolyA inh	AI-2 QS mod	HSP90 refold inh
1	COc1ccc(Cn2nnnc2C(c2ccccc2Cl)N2CCC(C(N)=O)CC2)cc1 (stereo unspecified)	14	-51*	0	0	6	-64	-25	i	17	-1
2	COc1ccc(C(=O)N/N=C/c2ccc(N(C)c3ccccc3)cc2)cc1	4	-7	-1	-1	/	8	/	i	14	/
3	COc1ccccc1C(=O)C1CCCN(C(=O)c2cc(C(C)C)no2)C1 (stereo unspecified)	8	-6	2	-2	1	-2	0	i	22	0
4	COCCn1c(Cc2ccccc2)nnc1SCC(=O)NC(C)C	-10	-11	-1	-21	-6	-33	11	i	18	3
5	CN1CCC(OC(=O)COc2ccc(Cl)cc2Cl)CC1	-1	-9	0	-2	-4	3	-16	i	2	-3
6	COCCNC(=O)c1ccc(N2CCCCC2)c(NS(=O)(=O)c2ccc(C)cc2)c1	/	/	/	-1	8	/	-4	/	/	0
7	CCC(C(=O)Nc1ccccc1OC)n1c(C(=O)OC)cc2ccsc21 (stereo unspecified)	-10	4	4	7	8	11	-4	i	13	0
8	COc1ccccc1-c1noc(-c2cc(OC)c(OC)c(OC)c2)n1	36	3	3	-5	2	-6	-29	i	3	-2
9	COc1cc2c(cc1NC(=O)c1ccccc1F)CCCC2	-270	24	3	0	-5	39	-13	i	22	-7
10	CC1=C(C(=O)OCC2CCCO2)C(c2cccc(C(F)(F)F)c2)C2=C(CC(c3ccco3)CC2=O)N1 (stereo unspecified)	-33	12	0	0	-4	21	-23	i	23	0
11	O=C(COC(=O)c1ccc[nH]c1=O)Nc1ccc2c(c1)OC(F)(F)O2	11	-2	0	-1	10	12	-36	i	15	-1
12	Cc1ccc(OCC(=O)N/N=C/c2ccco2)cc1	29	5	4	6	-4	-9	-41	i	14	4
13	Cc1ccc2[nH]c(=O)c(CN(CC3CCCO3)C(=O)c3cccs3)cc2c1 (stereo unspecified)	6	4	-2	0	-10	3	6	i	10	-3
14	CCOC(=O)c1sc(NC(=O)CCN2CC(C)OC(C)C2)c(C(=O)OCC)c1C (stereo unspecified)	2	-4	0	0	-1	2	-13	i	8	-2
15	COc1cc(OC)cc(C(=O)N[C@H](C(=O)OCC(=O)c2ccc3c(c2)NC(=O)CO3)C(C)C)c1	34	-1	0	-1	1	12	-25	i	19	4
16	COc1cc(/C=C2/N=C(c3ccccc3)OC2=O)c(F)cc1OCc1ccccc1	0	-39	-3	-3	/	-51	/	/	16	/
17	O=C(Nc1ccc(F)cc1)Nc1sccc1-c1nc2ccccc2s1	44	11	1	2	4	25	6	i	24	7
18	Cc1ccc2nsnc2c1S(=O)(=O)Nc1ccccc1C(=O)O	-3	-5	1	-2	3	-7	-24	i	13	4
19	O=C(N/N=C/c1cccc([N+](=O)[O-])c1)c1cc(-c2ccc3c(c2)OCO3)n[nH]1	-15	11	-4	-2	3	18	-16	i	14	-2
20	COc1ccc(C(=O)C2CCN(C(=S)NCCc3ccccc3)CC2)cc1	-6	6	2	0	4	11	2	i	9	0
21	Cc1ccc(C)c(NC(=O)CSc2cccc3cccnc23)c1	8	0	-2	-1	5	14	-41	i	5	-6
22	COc1cc(Nc2ccccn2)cc(C(=O)Nc2cccc(C(F)(F)F)c2)c1	21	3	-2	6	/	19	/	i	5	/
23	COc1cccc(/C=C/C(=O)NCc2cn3cc(Cl)ccc3n2)c1	-24	7	2	-1	0	18	-20	i	6	-3
24	O=S(=O)(NCC1CCCO1)c1ccccc1F (stereo unspecified)	20	2	1	-2	-2	9	-20	i	13	0
25	C=CCNC(=O)/C(=C\c1cccc([N+](=O)[O-])c1)NC(=O)c1ccccc1	11	4	-26	-1	-11	-2	-11	i	5	-2
26	CCOc1ccc(N/C=C/C(=O)c2ccc(OC)cc2)c([N+](=O)[O-])c1	-118	1	1	0	-12	-12	-39	i	22	4
27	COc1cc(C(=O)NNC(=S)NC(=O)c2ccc(F)cc2)cc(OC)c1OC	-5	-3	3	3	3	-18	5	i	61	0
28	Cn1cc(S(=O)(=O)N2CCN(c3ccc(F)cc3)CC2)c(=O)n(C)c1=O	22	-6	-2	-2	2	-2	-8	i	21	0
29	COc1cccc(-n2c(=S)[nH]c3c(oc4ccccc43)c2=O)c1	24	-45	2	/	10	-47	12	i	18	2
30	NC(=O)CC(NC(=O)c1cccc(Br)c1)c1ccc(N2CCC(N3CCCCC3)CC2)c([N+](=O)[O-])c1 (stereo unspecified)	-1	1	-3	5	2	-4	-9	i	6	-4
31	O=C(NC1=NCCS1)c1cc(-c2cccs2)nc2ccccc12	0	1	-1	1	2	8	-27	i	4	-4
32	Nc1n[nH]c(N)c1N=Nc1ccc(Cl)cc1Cl	-74	4	3	-4	8	7	-51	i	6	-2
33	Brc1ccc2ncnc(NCc3cccnc3)c2c1	-21	-30	0	2	6	-34	-16	i	-3	5
34	CCc1nc2ccc(C(=O)N3CCN(c4ccccc4F)CC3)cc2nc1CC	-2	1	1	0	-8	6	-6	i	19	-3
35	CN(Cc1ccccc1)CC(O)COc1ccc(CNCc2ccc(Cl)s2)cc1 (stereo unspecified)	-43	3	-1	-1	-3	19	-39	i	-2	1
36	CCOc1cc(C(=O)N/N=C(\C)Cc2ccc(OC)cc2)cc(OCC)c1OCC	-2	-19	2	-4	0	-22	-3	/	26	-2
37	O=C(COC(=O)c1ccco1)Nc1nnc(-c2ccccc2)o1	-6	2	-5	-3	/	9	/	i	40	/
38	COc1ccc(S(=O)(=O)NCc2ccc(C(=O)N3CCc4ccccc4C3)cc2)cc1	17	-1	0	-3	0	0	8	i	30	4
39	COc1ccc(NC(=S)N2CCC(NC(=O)c3ccc(F)cc3)CC2)cc1	-22	1	1	0	7	1	-3	i	15	-1
40	CC12CCC(=O)N1C(C(=O)OCC(=O)Nc1ccc(S(N)(=O)=O)cc1)CS2 (stereo unspecified)	18	-3	-6	-1	1	3	-23	i	24	-3
41	Cc1nc2ccc(S(=O)(=O)NCC(=O)N3CCN(c4ccccc4)CC3)cc2s1	1	-4	2	-2	-2	-3	-8	i	23	0
42	Cc1ccc(Cl)cc1NC(=O)CCCN1C(=O)c2cccnc2C1=O	-6	3	-4	-3	0	6	-6	i	10	2
43	COc1ccc(CNC(=O)CN(C(=O)CCC(=O)Nc2ccccn2)c2ccc(C)cc2)cc1	17	5	1	1	-2	15	-6	i	30	-5
44	CCOC(=O)/C(C#N)=C\C1=C(N2CCOCC2)CC(C)(C)OC1	5	-3	-3	-1	-4	3	-12	i	11	1
45	COc1cc(C(=O)NC2Cc3ccccc3C2)ccc1OC1CCN(C(C)=O)CC1	12	-4	0	/	4	-13	-21	i	17	0
46	COc1ccc(C(=O)N=C2SC3CS(=O)(=O)CC3N2c2ccc(N(C)C)cc2)cc1OC (stereo unspecified)	12	1	/	-2	-5	0	-1	i	14	-2
47	C=CCn1c(SCC(=O)NCc2ccc3c(c2)OCO3)nnc1C1CCCCC1	-3	0	5	-1	-3	-4	3	i	30	-3
48	COc1ccc(C(C(=O)NC(C)(C)C)N(Cc2cccnc2)C(=O)CCC(=O)Nc2cc(C)on2)cc1 (stereo unspecified)	10	-2	2	0	2	12	-14	i	8	-2
49	O=C(CN1C(=O)CSc2ccc(S(=O)(=O)N3CCCCC3)cc21)NCc1cccnc1	1	-3	0	/	-1	-2	-11	i	9	-3
50	COc1ccc(CC(=O)NNC(=O)c2cccs2)cc1OC	-2	-1	-1	-2	-3	2	-5	i	18	-2
51	COc1cc(=O)n2c(n1)SCCC2	5	3	0	-3	2	20	-11	i	20	4
52	COc1ccc(NS(=O)(=O)c2ccc(C)c(C(=O)N(C)CC(=O)Nc3cccc(OC)c3)c2)cc1	19	0	0	-3	/	15	/	i	19	/
53	CC(C)CC1(C(=O)NCc2ccccn2)C=CCN1C(=O)c1ccccc1 (stereo unspecified)	-2	4	-5	-1	-3	0	1	i	7	2
54	Nc1nonc1-c1nc2ccccc2n1CC(=O)N1CCCCC1	9	-5	4	2	2	3	-16	i	7	4
55	O=C(Nc1cccc(C(=O)O)c1)/C(=C\c1ccc2c(c1)OCO2)NC(=O)c1ccccc1	-3	-4	1	-2	4	28	-22	i	22	-1
56	COc1ccc(-n2c(C)nc3cc(C(=O)NCc4ccco4)ccc32)cc1	9	8	0	-1	5	-12	-9	i	15	-3
